Tau FP inhib: qHTS for Inhibitors of Tau Fibril Formation, Fluorescence Polarization | K18 P301L tau heparin fibrillization, Alexa594 FP, 6 h | Microtubule-associated protein tau (Homo sapiens), P10636 | Potency, µM (doses to about 57.7 µM), for inactives: at the highest dose activity, negative = inhibition, most hits filed as inhibitors | 280,000 tested, 0.39% active; also: nearly all actives have a fitted effect of over 55% in size
Target sequence (P10636 561-689 P618L limits assumed): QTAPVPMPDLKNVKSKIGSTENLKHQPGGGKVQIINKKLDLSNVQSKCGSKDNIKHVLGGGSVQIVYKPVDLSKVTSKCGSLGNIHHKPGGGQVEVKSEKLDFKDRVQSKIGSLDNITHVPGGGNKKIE
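Compound effects on tau fibrillization are measured by Alexa 594 fluorescence polarization (ex 555, em 632 nm). K18 P301L tau is used at 15 uM with 0.24 uM labeled tracer, and 20 uM heparin induces aggregation over 6 hr at 37 C.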
aGal spleen mod: qHTS Assay for Inhibitors and Activators of Human alpha-Galactosidase From Spleen Homogenate; 240,000 tested, 0.008% active; AID 2107, 2009; human spleen homogenate, 4MU-alpha-Gal fluorescence, 40 min; Alpha-galactosidase A (Homo sapiens), P06280; Potency, µM (top dose mostly 80 µM), inactives show at the top dose activity change, negative = inhibition, hits mostly inhibitors;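 also: 0% = enzyme with vehicle and -100% = no enzyme basal signal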
Target sequence (P06280 32-429 limits assumed): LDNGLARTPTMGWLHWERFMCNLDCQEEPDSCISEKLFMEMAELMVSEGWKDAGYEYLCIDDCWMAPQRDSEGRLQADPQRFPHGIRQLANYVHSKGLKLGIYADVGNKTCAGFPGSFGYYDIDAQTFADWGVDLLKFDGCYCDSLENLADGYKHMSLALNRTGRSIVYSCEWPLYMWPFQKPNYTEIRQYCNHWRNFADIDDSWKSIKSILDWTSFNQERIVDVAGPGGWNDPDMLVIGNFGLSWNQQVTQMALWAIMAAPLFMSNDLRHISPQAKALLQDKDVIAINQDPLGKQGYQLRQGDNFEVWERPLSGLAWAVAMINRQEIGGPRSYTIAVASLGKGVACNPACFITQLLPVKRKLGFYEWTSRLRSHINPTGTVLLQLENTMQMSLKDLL
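Human spleen homogenate (1 ug) as enzyme source, 4-methylumbelliferyl-alpha-D-galactopyranoside 1 mM final, citrate/phosphate pH 5.0 with 0.01% Tween-20. Compounds 40 min at 37C, NaOH/glycine stop; fluorescence Ex 365/Em 440, Hill-fit AC50.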
L3MBTL1 inh: qHTS Assay for the Inhibitors of L3MBTL1; AlphaScreen L3MBTL1–H3K9me1 peptide binding; Lethal(3)malignant brain tumor-like protein 1 (Homo sapiens), Q9Y468; Potency, µM (top dose mostly 57.1 µM), without a hit: at the highest dose activity, negative = inhibition, most hits filed as inhibitors; AID 485360, 2010; 230,000 tested, 0.66% active; also: nearly all actives have a fitted effect of over 60% in size
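L3MBTL1 50 nM + b-AHA-H3(1-15)K9me1 75 nM, 30 min RT; compound added, 30 min RT; streptavidin donor/Ni-chelate acceptor beads 10 ug/mL each final, 30 min RT dark; AlphaScreen read.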
Tau fluor counter: Counterscreen qHTS for Inhibitors of Tau Fibril Formation, Fluorescence Polarization | tau K18 P301L Alexa594 fluorescence, heparin fibrillization | Potency, µM (series often up to 57.7 µM), without a hit: top-dose activity change, negative = decrease | 280,000 tested, 0.93% active | AID 1463, 2008; also: nearly all actives have a fitted effect of over 55% in size
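Human tau K18 P301L (15 uM unlabeled, 0.24 uM Alexa 594-labeled) in 100 mM sodium acetate pH 7 with 20 uM heparin, 6 hr at 37 C. ThT 30 uM added, 1 hr ambient; Alexa 594 FP and total fluorescence read at 555/632 nm.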
TR SRC2 fluor cs: Total Fluorescence Counterscreen for Inhibitors of the Interaction of Thyroid Hormone Receptor and Steroid Receptor Coregulator 2 | TRb/SRC2 Texas Red total fluorescence interference | Potency, µM (series often up to 106 µM), inactives show at the top dose fluorescence change, negative = quenching | 280,000 tested, 0.29% active | AID 1479, 2009; active = well fitted curve in either direction with a large enough effect; inconclusive = small, poorly fitted or top-dose-only effect
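Human TRβ ligand-binding domain (0.6 uM) and Texas Red SRC2 peptide (20 nM) in Tris buffer with 1 uM T3 and 5% DMSO were incubated with pinned compound for 5 hr at ambient temperature. Total fluorescence was computed as S + 2P (555/632 nm).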
Tau ThT inhib: qHTS for Inhibitors of Tau Fibril Formation, Thioflavin T Binding | Microtubule-associated protein tau (Homo sapiens), P10636 | recombinant tau K18 P301L, heparin-induced fibrillization, ThT fluorescence | Potency, µM (top dose mostly 57.4 µM), without a hit: at the top dose activity, negative = inhibition, actives largely listed as inhibitors | 270,000 tested, 2.1% active | AID 1460, 2008; also: nearly all actives have a fitted effect of over 55% in size
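ThT emission at 510 nm, taken 1 hr after adding 30 uM dye, quantifies aggregates formed when 20 uM heparin acts on human tau K18 P301L for 6 hr at 37 C.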
TRb SRC2 PPI: qHTS for Inhibitors of the Interaction of Thyroid Hormone Receptor and Steroid Receptor Coregulator 2. TRbeta-SRC2 peptide binding, fluorescence polarization; receptor liganded with 1 µM T3. Potency, µM (doses to about 106 µM), for the others: at the highest dose activity change, negative = inhibition, most hits filed as inhibitors. 280,000 tested, 0.065% active;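 also: plate controls were bound peptide for no effect and peptide without receptor for full effect; nearly all actives have a fitted effect of over 50% in size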
Target sequence (P10828 whole entry, looked up): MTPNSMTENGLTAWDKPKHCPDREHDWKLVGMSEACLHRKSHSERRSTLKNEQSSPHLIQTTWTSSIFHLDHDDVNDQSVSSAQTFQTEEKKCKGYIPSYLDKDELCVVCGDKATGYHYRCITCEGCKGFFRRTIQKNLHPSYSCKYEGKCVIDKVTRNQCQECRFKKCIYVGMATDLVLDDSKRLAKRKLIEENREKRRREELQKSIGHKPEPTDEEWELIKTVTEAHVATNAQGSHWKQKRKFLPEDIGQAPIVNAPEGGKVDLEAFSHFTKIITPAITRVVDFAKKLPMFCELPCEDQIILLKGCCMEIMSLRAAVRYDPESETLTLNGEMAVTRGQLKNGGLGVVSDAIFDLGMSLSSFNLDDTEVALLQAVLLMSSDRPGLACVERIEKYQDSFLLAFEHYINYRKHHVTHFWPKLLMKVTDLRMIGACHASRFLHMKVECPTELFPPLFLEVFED
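Compounds were added to 0.6 uM TRb ligand-binding domain and 20 nM Texas Red-labeled SRC2 peptide in Tris buffer containing 1 uM T3, incubated 5 hr at ambient temperature, then read by fluorescence polarization.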
ALDH1A1 block: qHTS Assay for Inhibitors of Aldehyde Dehydrogenase 1 (ALDH1A1); Aldehyde dehydrogenase 1A1 (Homo sapiens), P00352; Purified ALDH1A1, NADH fluorescence, propionaldehyde substrate; Potency, µM (titrated, usually from 75.3 µM), for inactives: top-dose activity, negative = inhibition, usual class: inhibitors; 220,000 tested, 7.3% active; AID 1030, 2008; active = well fitted inhibition curve with a large enough effect, not every such curve was filed as active; inconclusive = small, poorly fitted or top-dose-only effect, or another doubt; inactive = no such curve, though single readings can be large or run the other way;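 also: plate controls were no enzyme wells and a reference inhibitor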
* = called active by the depositor; [ ] = dose if it differs, or a comment. Unless noted, calls follow the shape of the dose curve; as a rule, active = well fitted curve in the direction sought with a large enough effect; inconclusive = small, poorly fitted or top-dose-only effect, or another doubt; inactive = no such curve, though single readings can be large; an effect the other way counts as inactive or inconclusive. Unless noted, % is scaled to controls: 0 for no effect and ±100 for the full control effect; potency is read from the fitted curve at half-maximal effect.

How did CCOc1ccc(N(CC)S(=O)(=O)N2CCCC(C(=O)Nc3cc(Cl)ccc3C)C2)cc1 (stereo unspecified) do in these assays?
Tau FP inhib: -12%; Tau fluor counter: -19%; TR SRC2 fluor cs: -3%; Tau ThT inhib: -5%; TRb SRC2 PPI: 2%

How did NS(=O)(=O)c1ccc(CCNC(=O)Cc2ccccc2[N+](=O)[O-])cc1 do in these assays?
Tau FP inhib: 0%; aGal spleen mod: 3%; L3MBTL1 inh: 6%; Tau fluor counter: -7%; TR SRC2 fluor cs: -2%; Tau ThT inhib: -7%; TRb SRC2 PPI: -1%; ALDH1A1 block: 1%

Results for CC(C)COc1ccc(C(=O)Nc2ccccc2[N+](=O)[O-])cc1 ?
Tau FP inhib: -1%; aGal spleen mod: -2%; L3MBTL1 inh: -24%; Tau fluor counter: -24%; TR SRC2 fluor cs: 10%; Tau ThT inhib: -16%; TRb SRC2 PPI: 3%; ALDH1A1 block: 4%

What do the screens show for `CC(=O)NC1=NN(C(C)=O)C(C)(CC(=O)OC(C)(C)C)S1` (stereo unspecified)?
Tau FP inhib: -9%; aGal spleen mod: -6%; L3MBTL1 inh: 13%; Tau fluor counter: -11%; TR SRC2 fluor cs: -1%; Tau ThT inhib: -8%; TRb SRC2 PPI: -7%; ALDH1A1 block: 8%

How did COc1ccc(/C=C/c2c([N+](=O)[O-])c(=O)n(C)c(=O)n2C)cc1OC do in these assays?
Tau FP inhib: 3%; aGal spleen mod: 12%; L3MBTL1 inh: 3%; Tau fluor counter: -8%; TR SRC2 fluor cs: 2%; Tau ThT inhib: -8%; TRb SRC2 PPI: 3%; ALDH1A1 block: 0%

How did CC(C)(C)c1ccc(C2C(C#N)=C(N)Oc3n[nH]c(-c4cccnc4)c32)cc1 (stereo unspecified) do in these assays?
Tau FP inhib: inconclusive; aGal spleen mod: -1%; Tau fluor counter: -9%; TR SRC2 fluor cs: 1%; Tau ThT inhib: 16%; TRb SRC2 PPI: 5%

Results for Nc1nc(-c2ccc(Cl)cc2)c(S(=O)(=O)c2ccccc2)s1 ?
Tau FP inhib: inconclusive; aGal spleen mod: 5%; L3MBTL1 inh: inconclusive; Tau fluor counter: inconclusive; TR SRC2 fluor cs: -1%; Tau ThT inhib: -3%; TRb SRC2 PPI: 8%; ALDH1A1 block: inconclusive

Results for CCc1ccc(NC(=O)c2nn(-c3ccc(C)cc3)c(=O)n(C)c2=O)cc1 ?
Tau FP inhib: -5%; Tau fluor counter: -14%; TR SRC2 fluor cs: -3%; Tau ThT inhib: -10%; TRb SRC2 PPI: 9%

How did CC1=C(C(=O)OCC(C)C)C(c2ccsc2)NC(=O)N1 (stereo unspecified) do in these assays?
Tau FP inhib: -4%; aGal spleen mod: 0%; Tau fluor counter: -6%; TR SRC2 fluor cs: 3%; Tau ThT inhib: -6%; TRb SRC2 PPI: -5%; ALDH1A1 block: -1%

What do the screens show for `COc1ccc(CNCc2cccc(OC)c2OC)cc1Br`?
Tau FP inhib: 2%; aGal spleen mod: -1%; L3MBTL1 inh: -2%; Tau fluor counter: 5%; TR SRC2 fluor cs: -2%; Tau ThT inhib: -1%; TRb SRC2 PPI: -3%; ALDH1A1 block: inconclusive

How did CC(=O)Nc1ccc(/C=N/NC(=O)CNS(=O)(=O)c2ccccc2)cc1 do in these assays?
Tau FP inhib: -4%; aGal spleen mod: 6%; L3MBTL1 inh: -14%; Tau fluor counter: 7%; TR SRC2 fluor cs: -3%; Tau ThT inhib: 1%; TRb SRC2 PPI: 0%; ALDH1A1 block: 10%

What do the screens show for `COC(=O)c1ccccc1NC(=O)c1cc(-c2ccc(C)cc2)on1`?
Tau FP inhib: -4%; aGal spleen mod: 2%; Tau fluor counter: -6%; TR SRC2 fluor cs: -1%; Tau ThT inhib: -7%; TRb SRC2 PPI: 5%; ALDH1A1 block: 10%

What do the screens show for `COc1ccc(S(=O)(=O)N2CCN(C(=O)NC3CCCCC3)CC2)cc1OC`?
Tau FP inhib: -3%; aGal spleen mod: -12%; L3MBTL1 inh: 13%; Tau fluor counter: 1%; TR SRC2 fluor cs: -5%; Tau ThT inhib: 1%; TRb SRC2 PPI: 4%; ALDH1A1 block: inconclusive

Results for CC(=O)C1=C(O)C(=O)N(Cc2ccco2)C1c1ccccc1F (stereo unspecified) ?
Tau FP inhib: -9%; aGal spleen mod: inconclusive; Tau fluor counter: -8%; TR SRC2 fluor cs: 1%; Tau ThT inhib: -17%; TRb SRC2 PPI: -2%; ALDH1A1 block: 10µM*

How did O=C(/C=C/c1ccccc1)N/C(=C/c1ccccc1)C(=O)Nc1ccccc1O do in these assays?
Tau FP inhib: 12%; aGal spleen mod: -4%; L3MBTL1 inh: -5%; Tau fluor counter: -27%; TR SRC2 fluor cs: 0%; Tau ThT inhib: -6%; TRb SRC2 PPI: 0%; ALDH1A1 block: -3%

Results for COc1ccccc1/C=C(/C(=O)OCC(=O)Nc1ccccc1C(C)C)c1ccccc1 ?
Tau FP inhib: 3%; aGal spleen mod: -2%; L3MBTL1 inh: -5%; Tau fluor counter: -12%; TR SRC2 fluor cs: 7%; Tau ThT inhib: -14%; TRb SRC2 PPI: -2%; ALDH1A1 block: -2%

How did COc1ccc(/C=C/C(=O)NC(=S)N2CCN(c3ccccc3OC)CC2)cc1 do in these assays?
Tau FP inhib: -1%; aGal spleen mod: 0%; Tau fluor counter: -33%; TR SRC2 fluor cs: -2%; TRb SRC2 PPI: 1%

How did Cc1cccc(NC(=O)CSc2nnnn2C)n1 do in these assays?
Tau FP inhib: 0%; aGal spleen mod: 10%; L3MBTL1 inh: 1%; Tau fluor counter: -2%; TR SRC2 fluor cs: -2%; Tau ThT inhib: -4%; TRb SRC2 PPI: -3%; ALDH1A1 block: 7%

Results for Cc1ccc(S(=O)(=O)N2CCN(C(=O)c3ccccn3)CC2)cc1 ?
Tau FP inhib: 8%; aGal spleen mod: -5%; L3MBTL1 inh: -4%; Tau fluor counter: 1%; TR SRC2 fluor cs: 0%; Tau ThT inhib: -1%; TRb SRC2 PPI: 6%; ALDH1A1 block: 11%

How did COC(=O)C1CCN(C(=O)/C=C/c2ccc(OC)cc2)CC1 do in these assays?
Tau FP inhib: 0%; aGal spleen mod: 6%; Tau fluor counter: -11%; TR SRC2 fluor cs: -5%; Tau ThT inhib: -16%; TRb SRC2 PPI: -5%; ALDH1A1 block: inconclusive

What do the screens show for `COc1cccc2sc(N(Cc3cccnc3)C(=O)C3CCCCC3)nc12`?
Tau FP inhib: 0%; Tau fluor counter: -18%; TR SRC2 fluor cs: -1%; Tau ThT inhib: inconclusive; TRb SRC2 PPI: 0%

What do the screens show for `C=C(C)Cn1c(-c2ccccc2)nc2ccccc21`?
Tau FP inhib: 8%; aGal spleen mod: -7%; L3MBTL1 inh: -4%[11.4 µM]; Tau fluor counter: 8%; TR SRC2 fluor cs: -2%; Tau ThT inhib: 3%; TRb SRC2 PPI: -2%; ALDH1A1 block: -10%

How did O=C(CN1CCN(c2ccc(F)cc2)CC1)NC(=O)NCc1ccco1 do in these assays?
Tau FP inhib: 9%; aGal spleen mod: -8%; Tau fluor counter: -1%; TR SRC2 fluor cs: -2%; Tau ThT inhib: -12%; TRb SRC2 PPI: 3%; ALDH1A1 block: 10%

How did COc1ccccc1NC(=O)CSc1nnc(CSc2nc(C)cc(C)n2)o1 do in these assays?
Tau FP inhib: 7%; aGal spleen mod: 5%; L3MBTL1 inh: 1%; Tau fluor counter: -2%; TR SRC2 fluor cs: 0%; Tau ThT inhib: -2%; TRb SRC2 PPI: -1%; ALDH1A1 block: 14%

How did CC1CCN(C(=O)CSc2nnc(-c3ccncc3)n2C)CC1 do in these assays?
Tau FP inhib: -4%; aGal spleen mod: -1%; L3MBTL1 inh: 3%; Tau fluor counter: 1%; TR SRC2 fluor cs: -1%; Tau ThT inhib: 10%; TRb SRC2 PPI: 11%; ALDH1A1 block: 4%

Results for CCc1ccc(C2C(C#N)=C(N)SC(N)=C2C#N)cc1 ?
Tau FP inhib: -5%; aGal spleen mod: -21%; L3MBTL1 inh: 4%; Tau fluor counter: -26%; TR SRC2 fluor cs: -2%; Tau ThT inhib: inconclusive; TRb SRC2 PPI: 0%; ALDH1A1 block: 11µM*

Results for O=c1c(Cl)c(Cl)cnn1Cc1nnc(-c2ccccc2Br)o1 ?
Tau FP inhib: inconclusive; aGal spleen mod: 6%; Tau fluor counter: -20%; TR SRC2 fluor cs: 0%; Tau ThT inhib: inconclusive; TRb SRC2 PPI: -7%; ALDH1A1 block: 3.5µM*

3 compounds picked at random from those above, as already listed:
How did O=C(CN1CCN(c2ccc(F)cc2)CC1)NC(=O)NCc1ccco1 do in these assays?
Tau FP inhib: 9%; aGal spleen mod: -8%; Tau fluor counter: -1%; TR SRC2 fluor cs: -2%; Tau ThT inhib: -12%; TRb SRC2 PPI: 3%; ALDH1A1 block: 10%

How did COc1ccc(/C=C/C(=O)NC(=S)N2CCN(c3ccccc3OC)CC2)cc1 do in these assays?
Tau FP inhib: -1%; aGal spleen mod: 0%; Tau fluor counter: -33%; TR SRC2 fluor cs: -2%; TRb SRC2 PPI: 1%

How did Cc1cccc(NC(=O)CSc2nnnn2C)n1 do in these assays?
Tau FP inhib: 0%; aGal spleen mod: 10%; L3MBTL1 inh: 1%; Tau fluor counter: -2%; TR SRC2 fluor cs: -2%; Tau ThT inhib: -4%; TRb SRC2 PPI: -3%; ALDH1A1 block: 7%

Source: PubChem (National Center for Advancing Translational Sciences (NCATS))
